KCNK3 inh – human KCNK3 channel inhibition, primary screen; O14649; CHO-KCNK3 thallium flux, FluxOR fluorescence; active compounds read low; B-score at 10 µM; 340,000 tested, 0.84% active; AID 602410;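 active = B-score under library mean minus 4 SD, starting fluorescence ratio at most library mean plus 5 SD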;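 note: more negative B-score means stronger inhibition of thallium flux through KCNK3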
ANO1 activ – mouse TMEM16A channel activation, primary screen. Q8BHY3. HEK293 TMEM16A/YFP-H148Q/I152L, iodide quench fluorescence; active compounds read low. B-score at 10 µM. 340,000 tested, 0.3% active. AID 623877;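 active = fluorescence-ratio B-score plate-corrected deviation score at least 3 library SD below zero, with starting fluorescence score within 5 deviations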;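 note: channel opened by trigger with iodide after compound preincubation; score built on the fluorescence ratio of max minus min over baseline; more negative score means more quench and so TMEM16A activation or potentiation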
hERG protect – hERG (human) protection from proarrhythmic block | CHO-hERG, FluxOR thallium flux, dofetilide IC70 present | 310,000 tested, 0.51% active | Q12809 | activation (rescue from dofetilide block), less the hit threshold, % at 10 µM;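 active = activation above the mean of controls blocked by dofetilide plus 5 SD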;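 note: thallium influx through hERG after potassium depolarization seen as dye fluorescence rise; in these data hits start at about 4.7%; inactives centre near -7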
ANO1 block – mouse TMEM16A channel inhibition, primary screen; HEK293 TMEM16A/YFP iodide influx fluorescence, ionomycin; normalized B-score (activity score, 25-100; higher = stronger inhibition) at 10 µM; 310,000 tested, 1.2% active; AID 588511;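 active = ratio plate-corrected score three or more library SD toward inhibition, starting fluorescence score within five deviations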;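 note: score derived from kinetic fluorescence span divided by baseline fluorescence per well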
RGS4 act – potentiators or activators of RGS4. HEK293 M3R/inducible RGS4, carbachol calcium flux Fluo4; active compounds read low. B-score at 10 µM. 310,000 tested, 0.92% active;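 active = B-score of the integrated calcium signal more than 4 SD below the library mean, with starting fluorescence not abnormally high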;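 note: negative B-score means reduced calcium response which marks RGS4 activation or potentiation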
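Material: Inducible-RGS4 HEK293 cells carrying M3 receptor; also added: carbachol at ECmax as muscarinic agonist stimulus; incubation: compound preincubation 20 min at room temperature before agonist; signal: Fluo4-AM (2 µM) calcium-flux fluorescence, kinetic read; measure: integrated calcium ratio converted to B score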
KCNK9 block – human KCNK9 channel inhibition; B-score at 10 µM; 310,000 tested, 1.2% active; HEK293 KCNK9, FluxOR thallium flux fluorescence; active compounds read low; AID 488922; Q9NPC2;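 active = ratio B-score over 3 SD below the library mean, with starting fluorescence within 5 SD of its mean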;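 note: negative B-score means less thallium flux so channel inhibition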
Target sequence (Q9NPC2 whole entry, looked up): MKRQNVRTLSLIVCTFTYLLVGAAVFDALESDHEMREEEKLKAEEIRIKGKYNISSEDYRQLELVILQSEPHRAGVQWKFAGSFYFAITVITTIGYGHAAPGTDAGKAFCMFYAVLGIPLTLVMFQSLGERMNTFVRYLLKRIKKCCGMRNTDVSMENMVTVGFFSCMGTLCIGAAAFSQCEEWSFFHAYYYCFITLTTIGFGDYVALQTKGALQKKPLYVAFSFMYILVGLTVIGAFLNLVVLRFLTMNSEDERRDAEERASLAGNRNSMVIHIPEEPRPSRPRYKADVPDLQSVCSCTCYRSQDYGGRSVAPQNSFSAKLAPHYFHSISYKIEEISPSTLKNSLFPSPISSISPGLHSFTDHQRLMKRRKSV
MrgX1 PAM – human MrgX1 positive allosteric modulation, primary screen; Q96LB2; MrgX1-HEK293, Fluo-4 calcium flux, FDSS; active compounds read high; B-score at 10 µM; 310,000 tested, 0.63% active;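 active = plate-corrected calcium response at least 3 library SD above typical, normal starting fluorescence, not activating the receptor alone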;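 note: compound read alongside a low EC10 to EC30 dose of BAM8-22 agonist; peak minus trough fluorescence over baseline measured at the second addition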
Target sequence (Q96LB2 whole entry, looked up): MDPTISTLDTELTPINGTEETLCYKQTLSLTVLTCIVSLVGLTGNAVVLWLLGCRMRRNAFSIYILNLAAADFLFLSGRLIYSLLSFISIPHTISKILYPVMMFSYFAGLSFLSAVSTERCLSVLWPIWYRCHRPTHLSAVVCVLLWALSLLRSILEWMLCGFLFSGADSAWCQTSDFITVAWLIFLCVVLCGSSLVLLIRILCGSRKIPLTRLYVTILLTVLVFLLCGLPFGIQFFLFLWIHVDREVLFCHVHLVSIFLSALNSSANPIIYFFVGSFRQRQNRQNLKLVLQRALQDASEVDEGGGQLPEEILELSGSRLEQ
RGS4 block – inhibitors of human RGS4. HEK293 M3R/RGS4 inducible, Fluo-4 calcium flux; active compounds read high; triggered by carbachol at its EC20. P49798. 310,000 tested, 0.45% active. B-score at 10 µM;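 active = B-score, a plate-corrected calcium signal, over three deviations above library mean, with baseline fluorescence within five deviations of library mean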;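 note: RGS4 expression induced by doxycycline in cells with stable M3 receptor; B-score is computed from the integrated fluorescence ratio over baseline after carbachol; higher B-score means a larger calcium signal and so more RGS4 inhibition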
Target sequence (P49798 whole entry, looked up): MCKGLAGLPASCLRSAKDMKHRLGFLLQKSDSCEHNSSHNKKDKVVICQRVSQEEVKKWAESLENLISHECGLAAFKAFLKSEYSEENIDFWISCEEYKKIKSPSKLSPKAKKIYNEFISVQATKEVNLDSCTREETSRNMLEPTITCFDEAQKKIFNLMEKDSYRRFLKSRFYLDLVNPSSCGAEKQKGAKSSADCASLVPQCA
MrgX1 ag – agonists of human MrgX1 receptor | Q96LB2 | MrgX1-HEK293 cells, Fluo-4 calcium fluorescence, agonist mode; active compounds read high | B-score at 10 µM | 310,000 tested, 0.44% active | AID 588627;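 active = calcium response B-score plate-corrected fluorescence ratio at least 3 library SD, with starting fluorescence B-score inside 5 SD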
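Material: HEK293 cells stably expressing human MrgX1 receptor | Quantity: 15,000 cells per well | Times: Cells plated overnight, dye loaded 0.5 h 37 °C, 0.5 h room temperature | Measured by: Kinetic Fluo-4 NW fluorescence of intracellular calcium | Control set: Positive and negative controls per plate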
KCNQ1 pot – human KCNQ1 channel potentiation or activation; P51787; CHO-K1 KCNQ1, thallium flux FluxOR fluorescence; active compounds read high; B-score at 10 µM; 310,000 tested, 0.35% active; AID 2648;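 active = fluorescence ratio B-score, a plate-corrected score, at least three library SD, with initial intensity B-score within 5 SD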
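Medium – assay buffer, equal DMSO in all wells · Material – CHO-K1 cell line with stable KCNQ1 potassium channel expression · Signal – kinetic FluxOR thallium fluorescence, 10-s 1-Hz baseline, 110-s post-stimulus read · Compound – single concentration per compound, DMSO matched to controls · Schedule – 37 °C overnight plating, 90-min dark dye load, 20-min compound pretreatment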
KCNQ1 inh – inhibitors of human KCNQ1 potassium channel; P51787; CHO-K1 KCNQ1, FluxOR thallium flux fluorescence; active compounds read high; B-score at 10 µM; 310,000 tested, 1.3% active; AID 2642;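 active = compounds whose thallium flux B-score, printed positive for inhibition, exceeds three library SD while starting fluorescence stays within three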;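 note: channel opened by potassium depolarization with thallium stimulus after 20 min compound exposure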
* marks the source's active call; other numbers are inactive results; i = inactive; . = no result given.

SMILES	KCNK3 inh	ANO1 activ	hERG protect	ANO1 block	RGS4 act	KCNK9 block	MrgX1 PAM	RGS4 block	MrgX1 ag	KCNQ1 pot	KCNQ1 inh
NC(=S)Nc1cccc2cnccc12	i	i	-1.4	i	i	i	i	i	i	i	i
N#C/C(=C\c1cccn1-c1ccccc1)C(=O)NC1CCCCC1	i	i	-7.6	i	i	i	i	i	i	i	i
CCC/C=C(\CCC)C(NC(=O)c1ccc(C(F)(F)F)cc1)c1ccccc1 (centres undefined)	.	.	-12.2	i	i	i	i	i	i	i	6*
O=C(C1CCN(c2nnc(N3CCCC3=O)s2)CC1)N1CCN(c2cccc(C(F)(F)F)c2)CC1	i	i	-8.1	i	i	i	i	i	i	i	i
O=C(c1noc2c1CCCC2)N1CCc2c([nH]c3ccccc23)C1c1ccccn1 (centres undefined)	i	i	-8.9	i	i	i	i	i	i	i	i
Cc1cnc(C(=O)OC(C)C(=O)Nc2ccc3c(c2)OCCO3)cn1 (centres undefined)	i	i	-8.7	i	i	i	i	i	i	i	i
CC(=O)Nc1nc2c(s1)C(=O)NCC(C)(C)C2	i	i	-0.3	i	i	i	i	i	i	i	i
CCN(CC)C1CCN(C(=O)c2cc(COc3ccccc3SC)on2)C1 (centres undefined)	i	i	-4.9	i	i	i	i	i	i	i	i
COc1ccc(/C=C(/C#N)C(=O)NC2CCCCC2)cc1Br	i	i	-6.4	i	i	i	i	i	i	i	i
CN(C)C(=O)CSc1cnc2ccccc2n1	i	i	-3.9	i	i	i	i	i	i	i	i
O=C(O)c1ccccc1C(=O)NCCCCCCNC(=O)c1ccccc1C(=O)O	i	i	-9.1	i	i	i	i	i	i	i	i
CCN(C(=O)c1ccc(C)c(Br)c1)c1ccccc1	i	i	-9.1	i	i	i	i	i	i	i	i
CC1CCN(C(=O)Cn2c(=O)oc3ccccc32)CC1	i	i	-5.1	i	i	i	i	i	i	i	i
O=C1c2ccccc2NC2(CCCCC2)N1N=C1CCCCC1	i	i	-7.2	i	i	i	i	i	i	i	i
Cc1ccc(C(NC(=O)N2CCCC2)C(Cl)(Cl)Cl)cc1F (centres undefined)	i	i	-8.7	i	i	i	i	i	i	i	i
CCNC(=O)CSc1nc2cc([N+](=O)[O-])ccc2n1-c1cccc(C(F)(F)F)c1	i	i	-4.9	i	i	i	i	i	i	i	i
Cc1ccc(-c2ccc(CCC(=O)O)n2Cc2ccco2)cc1	i	i	-3.3	i	i	i	i	i	30.5*	i	i
CCOc1ccc2nc(NC(=O)c3ccc(OCC4CCCO4)cc3)sc2c1 (centres undefined)	i	i	-4.5	i	i	i	i	i	i	i	i
CCC(=O)NC(Nc1ncc(C)s1)(C(=O)OC)C(F)(F)F (centres undefined)	i	i	-8.7	i	i	i	i	i	i	i	i
NCCCn1c(C(=O)c2cc(Cl)c(N)c(Cl)c2)c2ccc([N+](=O)[O-])cc2[n+]1[O-]	i	i	-11.3	i	i	i	i	i	i	i	i
O=C(CSc1ccccc1)NC1CCCCCC1	i	i	-9.6	i	i	i	i	i	i	i	i
COc1ccc(CNC(N)=O)cc1OC	i	i	-5.4	i	i	i	i	i	i	i	i
c1ccc(COCCC2CO2)cc1 (centres undefined)	.	.	-3.9	i	i	i	i	i	i	i	i
CCOC(=O)N1CCN(c2c(-c3ccccc3)c3cc(Cl)ccc3[nH]c2=O)CC1	i	i	-8.8	i	i	i	i	i	i	i	i
CN(c1cccc(NC(=O)c2ccc(Cl)c(S(=O)(=O)Nc3ccccc3)c2)c1)S(C)(=O)=O	i	i	-7.7	i	i	i	i	i	i	i	i

Grouped by structure: the entries above containing an aryl methoxy group (two)
SMILES	KCNK3 inh	ANO1 activ	hERG protect	ANO1 block	RGS4 act	KCNK9 block	MrgX1 PAM	RGS4 block	MrgX1 ag	KCNQ1 pot	KCNQ1 inh
COc1ccc(/C=C(/C#N)C(=O)NC2CCCCC2)cc1Br	i	i	-6.4	i	i	i	i	i	i	i	i
COc1ccc(CNC(N)=O)cc1OC	i	i	-5.4	i	i	i	i	i	i	i	i

Other entries
SMILES	KCNK3 inh	ANO1 activ	hERG protect	ANO1 block	RGS4 act	KCNK9 block	MrgX1 PAM	RGS4 block	MrgX1 ag	KCNQ1 pot	KCNQ1 inh
COc1ccc(CNC(=O)c2csc(Cc3ccc(Cl)cc3)n2)cc1	i	i	-8.1	100*	i	i	i	i	i	i	i
Cc1cccc(OCC(=O)N(C)CCc2ccccn2)c1	i	i	-9.0	i	i	i	i	i	i	i	i
CCOC(=O)COc1c(Br)cc(C2NC(=O)NC(C)=C2C(C)=O)cc1OC (centres undefined)	i	i	-7.5	i	i	i	i	i	i	i	i
CC(C)OC(=O)C(C(=O)C(F)(F)F)c1cc(NS(=O)(=O)c2ccc3ccccc3c2)c2ccccc2c1O (centres undefined)	i	i	-6.2	i	i	i	i	i	i	i	i
COC(=O)c1nnn(-c2nonc2N)c1CSc1nc2ccccc2o1	i	i	-2.1	i	i	i	i	i	i	i	i
CCN(C(=O)COC(=O)/C(C#N)=C/c1ccc(OC)cc1)C1CCS(=O)(=O)C1 (centres undefined)	i	i	-17.8	i	i	i	i	i	i	i	i
Cc1ccc(CC2C(=O)N(c3ccc(F)cc3)C(=O)C2C)cc1 (centres undefined)	i	i	-1.7	i	i	i	i	i	i	i	i
CCOc1ccc(CNC(=O)c2ccccc2NC(=O)C2=CSCCO2)cc1	i	i	-10.8	i	i	i	i	i	i	i	i
Cn1c(COc2ccc(Br)cc2)nnc1SC1CCc2ccccc2C1=O (centres undefined)	i	i	-1.1	i	i	i	i	i	i	i	i
Cc1nn(C)cc1CNC(=O)c1cccc(F)c1	i	i	-5.0	i	i	i	i	i	i	i	i
Cc1cc(N2CCN(C)CC2)n2nc(-c3ccc(Cl)cc3)nc2n1	i	i	-7.8	i	i	i	i	i	i	i	i
COc1cccc(CSc2nnc(-c3ccco3)n2C)c1	i	i	-5.2	i	i	i	i	i	i	i	i
Cc1c[n+]([O-])n(-c2ccc(C(=O)O)cc2)n1	i	i	-0.7	i	i	i	i	i	i	i	i
O=C(N/N=C/c1ccc(F)cc1)c1cc[n+]([O-])cc1	i	i	-2.0	i	i	i	i	i	i	i	i
CCOC(=O)C1=C(C)NC(=O)NC1c1ccc(F)cc1 (centres undefined)	i	i	-13.2	i	i	i	i	i	i	i	i
NNC(=O)c1sccc1OCc1ccc(Cl)cc1Cl	i	i	-11.6	25*	i	i	i	i	i	i	i
CC(=O)c1ccc(NC(=O)c2ccc(S(=O)(=O)N3CCCC3)cc2)cc1	i	i	1.8	i	i	i	i	i	i	i	i
CCOC(=O)c1c(S(=O)(=O)Nc2ccc(CN3CCC(C)CC3)cc2)c(C)n(C)c1C	i	i	-3.6	i	i	i	i	i	i	i	i
COC(=O)c1nc(-c2ccccc2)oc1N1CCOCC1	i	i	-2.9	i	i	i	i	i	i	i	i
COc1cc2ccccc2cc1C(=O)Nc1ccccc1C	i	i	0.5	i	i	i	i	i	i	i	i
CC1CCCCC1NC(=O)Cn1cnc2ccccc2c1=O (centres undefined)	i	i	-8.8	i	i	i	i	i	i	i	i
O=C(Nc1ccc(Cl)cc1)N1CCSc2ccccc21	i	i	-6.9	i	i	i	i	i	i	i	i
Cn1cc([N+](=O)[O-])c(C(=O)Nc2sc3c(c2C#N)CCC3)n1	i	i	-9.8	i	i	i	i	i	i	i	i
CC1(OC(=O)c2cccs2)C(=O)C=C2C=C3CCCN3C=C2C1=O (centres undefined)	i	i	-6.0	i	i	i	i	i	i	i	i
O=C(N/N=C/C(Br)=C/c1ccccc1)c1cccnc1	i	i	-11.5	i	i	i	i	i	i	i	i
(further entries)
SMILES	KCNK3 inh	ANO1 activ	hERG protect	ANO1 block	RGS4 act	KCNK9 block	MrgX1 PAM	RGS4 block	MrgX1 ag	KCNQ1 pot	KCNQ1 inh
N=C1C(c2nc3ccccc3s2)=C(O)CN1c1ccccc1	i	i	-12.2	i	i	i	i	i	i	i	i
N#Cc1ccccc1NC(=O)CN1CCN(Cc2ccccc2)CC1	i	i	-8.3	i	i	i	i	i	i	i	i
COc1ccc(CCN(C(=O)COc2ccccc2)c2nc(-c3ccccc3)cs2)cc1OC	i	i	-6.6	i	i	i	i	i	i	i	i
Cn1cc(CNCc2ccccc2OCC(O)CN2CCc3ccccc3C2)cn1 (centres undefined)	i	i	0.3	i	i	i	i	i	i	i	i
Cc1cc(=O)oc2c3c(cc(OCC(=O)NCCN4CCOCC4)c12)OC(C)(C)CC3	i	i	-5.5	i	i	i	i	i	i	i	i
CC1=C(C(=O)NCc2ccc(Cl)cc2)C2(CCC(C)CC2)OC1=O (centres undefined)	i	i	-12.1	i	i	i	i	i	i	i	i
Cc1ccc(S(=O)(=O)CCSc2nc(C)cc(C)c2C#N)cc1	i	i	-3.1	i	i	i	i	i	i	i	i
O=C(COc1ccc([N+](=O)[O-])cc1Cl)N1CCOCC1	i	i	-5.1	i	i	i	i	i	i	i	i
COc1cc(OC)c(OC)cc1/C=N/Nc1nc2ccccc2[nH]1	i	i	-11.0	i	i	i	i	i	i	i	i
COc1ccc([N+](=O)[O-])cc1NC(=O)Cc1ccccc1Cl	i	i	-4.5	i	i	i	i	i	i	i	i
COC(=O)Nc1nn(-c2ccc(OC)cc2)c(=O)c(C#N)c1C	i	i	5.5*	i	i	i	i	i	i	i	i
CCCCN(CCCC)S(=O)(=O)c1ccc(NC(=O)Cc2cccs2)cc1	i	i	-7.1	i	i	i	i	i	i	i	i
Cc1ccc(S(=O)(=O)N2CCN(CC(=O)NC(=O)NCc3ccccc3)CC2)cc1C	i	i	-5.9	i	i	i	i	i	i	i	i
CCCCCN(C(=O)CCC(=O)OCC(=O)Nc1cccc(CC)c1)c1c(N)n(CCCC)c(=O)[nH]c1=O	i	i	-5.5	i	i	i	i	i	i	i	i
CCOC(=O)c1[nH]c(C)c(C(=O)Nc2ccc3c(c2)CCC3)c1C	i	i	-7.0	i	i	i	i	i	i	i	i
O=C(O)c1cnn(-c2ccccc2)c1C(F)(F)F	i	i	-4.5	i	i	i	i	i	i	i	i
COc1ccc(S(=O)(=O)N(CC(=O)NN=C2CCN(C)CC2)c2cc(Cl)ccc2OC)cc1OC	i	i	-6.0	i	i	i	i	i	i	i	i
